Rpn11 block = Rpn11 (human) deubiquitinase inhibition; human 26S proteasome, Ub4-pepOG fluorescence polarization; 20S core pre-blocked with epoxomicin; calls only at 20 µM; hit rate 0.59% among 360,000;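 active means inhibition at 20 µM, scaled to each plate's controls, above about 33%, limit read from the data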
Target sequence (O00487 whole entry, looked up): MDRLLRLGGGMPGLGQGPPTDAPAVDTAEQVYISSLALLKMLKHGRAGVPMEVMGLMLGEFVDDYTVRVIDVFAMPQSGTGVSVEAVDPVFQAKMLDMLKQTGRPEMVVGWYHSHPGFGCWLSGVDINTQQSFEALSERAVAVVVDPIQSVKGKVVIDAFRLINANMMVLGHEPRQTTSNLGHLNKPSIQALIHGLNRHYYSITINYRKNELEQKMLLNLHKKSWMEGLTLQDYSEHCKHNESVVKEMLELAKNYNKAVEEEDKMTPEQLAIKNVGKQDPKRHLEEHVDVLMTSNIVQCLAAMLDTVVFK
PABP1 MLLE inh = inhibitors of microRNA-mediated deadenylation, human PABP1 MLLE binding; P11940; inhibition, % at 20 µM; GST-MLLE / FITC-PAM2 fluorescence polarization; hit rate 0.36% among 360,000; in the data active means inhibition above about 35%, passing the limit was not always enough;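 further: plate controls were DMSO wells with GST-MLLE for no effect and wells lacking GST-MLLE protein for full effect; some results filed as inactive read as strong as hits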
Target sequence (P11940 whole entry, looked up): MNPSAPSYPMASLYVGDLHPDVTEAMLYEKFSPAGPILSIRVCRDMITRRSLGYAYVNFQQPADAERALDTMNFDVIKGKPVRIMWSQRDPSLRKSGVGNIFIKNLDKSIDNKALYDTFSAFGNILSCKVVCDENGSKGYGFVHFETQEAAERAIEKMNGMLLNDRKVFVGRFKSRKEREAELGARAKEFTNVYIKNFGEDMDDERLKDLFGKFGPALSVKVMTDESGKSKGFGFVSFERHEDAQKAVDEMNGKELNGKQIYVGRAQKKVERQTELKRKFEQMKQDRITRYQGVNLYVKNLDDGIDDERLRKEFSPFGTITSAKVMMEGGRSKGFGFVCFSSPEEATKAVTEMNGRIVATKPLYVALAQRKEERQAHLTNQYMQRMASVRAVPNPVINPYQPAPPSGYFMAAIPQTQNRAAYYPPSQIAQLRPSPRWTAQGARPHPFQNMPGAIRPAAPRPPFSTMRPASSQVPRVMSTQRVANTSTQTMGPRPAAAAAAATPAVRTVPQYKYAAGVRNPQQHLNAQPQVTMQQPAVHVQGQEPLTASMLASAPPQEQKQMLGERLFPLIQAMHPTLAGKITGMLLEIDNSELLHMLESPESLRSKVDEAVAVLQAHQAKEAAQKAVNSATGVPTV
CSN deneddyl inh = inhibitors of human CSN-mediated cullin deneddylation; hit rate 0.38% among 360,000; Q92905; Purified CSN, SCF-Nedd8-OG deneddylation, fluorescence polarization; inhibition, % at 12.5 µM;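 active means pattern-corrected inhibition above about 35%, with an unprinted fluorescence ratio check between 0.5 and 1.5, limit read from the data, passing the limit was not always enough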;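 further: 0% = enzyme with substrate and 100% = substrate without enzyme; some results filed as inactive read as strong as hits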
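Assay system: purified human Csn5 enzyme expressed in HEK293T cells; measure: % inhibition; also added: SCFSkp2-Nedd8OG substrate at 10 nM final; technique: fluorescence polarization; times: reaction 90 min, room temperature; medium: Tris buffer pH 7.5, NaCl, DTT, Tween-20, trehalose, ovalbumin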
SUMO1-SIM PPI = alters human SUMO1 binding to SIM partners. SUMO1 binding to a labelled peptide, TR-FRET, 1 h. inhibition, % at 20 µM. hit rate 0.33% among 360,000; in the data active means inhibition above about 37%
Target sequence (P63165 whole entry, looked up): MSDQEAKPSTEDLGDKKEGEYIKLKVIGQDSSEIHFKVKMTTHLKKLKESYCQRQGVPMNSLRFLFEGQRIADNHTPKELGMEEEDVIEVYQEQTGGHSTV
NadD inh = blocks S. aureus nicotinate mononucleotide adenylyltransferase. purified NadD enzyme, colorimetric absorbance read-out. inhibition, % at 20 µM. hit rate 0.78% among 360,000. AID 602399; in the data active means inhibition above about 26%; further: some compounds past the cut are filed as inactive
TbMetRS inhib = blocks T. brucei methionyl-tRNA synthetase activity; purified T. brucei MetRS, ATP depletion, Kinase-Glo luminescence; inhibition, % at 11.9 µM; hit rate 0.4% among 360,000; AID 624268;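 active means inhibition above a per-plate cutoff of the control wells' mean inhibition plus 3 SD, cut at about 5.5% in these data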;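 further: 0% = DMSO wells median and 100% = median of wells with control inhibitor compound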
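Dosing: 11.9 µM compound single dose, 0.9% DMSO; Assay system: purified T. brucei MetRS enzyme; Measured by: Kinase-Glo luciferase luminescence reporting remaining unconsumed ATP; Schedule: 15 min plus 2 h at 25 °C.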
LMPTP block = LMPTP (human) inhibition; inhibition, % at 20 µM; P24666; recombinant LMPTP-A, OMFP fluorogenic substrate, fluorescence intensity; hit rate 0.22% among 360,000; AID 651560;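 active means compounds that cut the enzyme signal by at least half of the control window in the single-dose screen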;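 further: plate controls were DMSO wells with enzyme plus substrate for no effect and substrate without enzyme for full effect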
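Test system – LMPTP-A phosphatase enzyme · Quantity – 0.625 nM LMPTP-A final · Reagent – OMFP substrate, 400 µM final · Dosing – one test concentration per compound, 20 µM, with 3% DMSO overall · Timing – 50 min enzyme reaction at room temperature, protected from light · Detection – fluorescence intensity · Controls – substrate-only low control, DMSO enzyme-plus-substrate high control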
Scp-1 inhibitor = Scp-1 (human) phosphatase inhibition; Q9GZU7; Recombinant Scp1, phosphopeptide, malachite green phosphate absorbance; inhibition, % at 20 µM; hit rate 0.88% among 340,000; AID 493091;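 active means inhibition above about 50% at 20 µM, limit read from the data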;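 further: plate controls were DMSO wells with enzyme for no effect and wells lacking enzyme for full effect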
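Test system – truncated SCP-1 phosphatase (76-261aa) · Reagent – Phosphorylated 17-residue peptide substrate · Incubation – 45 min room-temperature reaction, 5 min colour, 30 min stabiliser · Detection – colorimetric phosphate reagent with accelerator and stabiliser, absorbance at 630 nm · Measure – % inhibition at 20 µM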
DNMT1 block = blocks human DNA methyltransferase DNMT1; DNMT1 molecular beacon, Hinp1I cleavage, fluorescence; inhibition (reported as % activation of signal), % at 10 µM; hit rate 0.83% among 360,000; AID 588458; P26358; in the data active means inhibition above about 50%
STEP block = inhibitors of human striatal-enriched phosphatase STEP | hit rate 0.25% among 360,000 | AID 588621 | recombinant STEP, OMFP fluorogenic substrate, fluorescence | inhibition, % at 20 µM | P54829;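 active means inhibition at 20 µM, scaled per plate between control wells, above about 37%, limit read from the data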;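 further: 0% = DMSO with enzyme and substrate and 100% = substrate only without enzyme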
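Measure: Control-normalized % inhibition with plate pattern correction | Test system: STEP phosphatase, cell-free reaction | Medium: pH 6.0 Bis-Tris with DTT and Tween 20 | Technique: Fluorescence, 480/540 nm | Times: Reaction 20 min, ambient temperature | Doses: Single compound dose of 20 µM, 1% DMSO final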
An asterisk follows results filed as active; i = inactive; . = no result given.

SMILES	Rpn11 block	PABP1 MLLE inh	CSN deneddyl inh	SUMO1-SIM PPI	NadD inh	TbMetRS inhib	LMPTP block	Scp-1 inhibitor	DNMT1 block	STEP block
COc1ccccc1N(CC(=O)NCCSCc1ccccc1)S(=O)(=O)c1ccccc1	i	-3	-3	22	-6	0.4	0.7	.	-1	13
COc1cccc(N2CCN(C(=S)Nc3cc(C)cc(C)c3)CC2)c1	i	-108	-8	-1	0	-0.8	-0.1	1	-1	0
CCC(C)(C)c1nnc(NC(=O)C2CC(=O)N(CCc3ccc(F)cc3)C2)s1 (centres undefined)	i	16	2	6	-5	-0.1	-0.5	2	-1	4
CN1CCC(OC(=O)Cc2ccc(Cl)cc2)CC1	i	15	3	4	2	0.2	-1.1	-4	2	3
CC(=O)Nc1ccc(S(=O)(=O)N2CCC(c3nc4ccc(C)cc4[nH]3)CC2)cc1	i	2	9	2	-6	1.2	-0.4	-3	5	2
Cc1ccc(S(=O)(=O)N(CC(=O)N2CCc3ccccc3C2)c2cccc(Cl)c2)cc1	i	0	-3	1	-6	-0.3	5.5	-12	-12	3
CCCCOc1ccc(/C=C/C2=CC(C)(C)NC(=S)N2)cc1OCC	i	-131	2	4	0	-0.4	0.2	3	-3	2
Cn1ccnc1C(=O)c1ccc(S(=O)(=O)N2CCCC2)cc1	i	9	3	-6	-3	0.1	-0.9	1	0	-1
Cc1c(NC(=O)c2cccs2)cccc1-c1nc2ccccc2s1	i	22	3	-4	-8	-0.1	2.3	-10	-10	-1
CC(=O)Nc1ccc(S(=O)(=O)NCCC(=O)N2CCN(c3ccccc3Cl)CC2)cc1	i	-2	1	3	-4	-0.4	-0.7	-9	2	-1
Nc1nc(N2CCN(c3ccccn3)CC2)nc2ccccc12	i	1	-8	6	-6	-0.7	12	-2	-2	1
COc1cccc(NC(=O)Cc2ccccc2)c1	i	1	-3	-4	-12	0.1	-0.6	-2	-1	-2
Cc1cc(C)c(C)c(S(=O)(=O)N2CCN(C)CC2)c1C	i	12	12	0	-7	-0.3	-1.4	3	0	-2
N#Cc1cc(-c2ccccc2)oc1NC(=O)c1ccccc1	i	-10	-1	1	-4	-0.5	2.2	-16	-7	0
C=CCOc1ccc(/C=C/C(=O)OCC(=O)NNC(=O)c2ccccc2F)cc1	i	-2	1	-10	2	-0.1	0.5	-15	0	-1
CCSCc1nc(N)nc(NCCc2ccccc2)n1	i	-1	3	23	-2	-0.4	0.4	-6	3	-2
COc1ccc(CC(=O)Nc2ccc(N3CCOCC3)cc2)cc1S(=O)(=O)N1CCOCC1	i	22	3	1	-2	-0.5	-1.1	-7	-1	1
CC(=O)C1=C(O)C(=O)N(c2ccc(Br)cn2)C1c1ccccc1[N+](=O)[O-] (centres undefined)	i	6	-3	-20	-2	0.0	0.6	-19	-1	1
COc1ccc(C)cc1NC(=S)N1CCN(c2ccccn2)CC1	i	-32	-1	2	-6	0.3	-1.2	-2	4	4
Cn1c(=O)c2c(SCC(=O)N3CCOCC3)nc(C3CC3)nc2n(C)c1=O	i	-6	-1	0	-2	-0.5	-2.9	-1	2	-3
CC1CCC2(CC1)NC(=O)N(CC(=O)c1cn(CCC#N)c3ccccc13)C2=O (centres undefined)	i	1	2	1	-6	0.0	-0.8	-2	-3	-4
O=C1C2C3C=CC(CO)(O3)C2C(=O)N1c1ccccc1-c1ccccc1 (centres undefined)	i	26	-3	-4	-2	-0.4	-0.1	5	1	-2
Cn1c(N)c(C(=O)COC(=O)COc2ccc(Cl)cc2)c(=O)n(C)c1=O	i	3	2	-2	0	0.3	0.1	-8	-2	1
O=C(CSc1nc(Nc2ccccc2)nc(N2CCOCC2)n1)Nc1ccc(Br)cc1F	i	-9	3	2	17	0.3	4.9	1	26	0
CN1CN(C)c2cccc3cccc1c23	i	28	1	-11	16	-0.1	-1.6	22	-6	0
S=C(c1ccc2c(c1)OCO2)N1CCCC1	i	-6	6	1	-6	-1.1	-0.7	-15	0	4
COc1ccc(C#Cc2c(-c3ccsc3)oc3ccc(-c4cc(OC)c(OC)c(OC)c4)cc23)cc1	i	12	1	-4	10	0.0	2.7	-8	-3	0
CN(C(=O)CN1C(=O)c2ccccc2S1(=O)=O)c1ccccc1C(=O)O	i	-3	-4	-2	-4	0.4	-2.3	-8	2	0
O=C(NC(NC1CCS(=O)(=O)C1)C(=O)c1ccccc1)c1ccc(Cl)cc1 (centres undefined)	i	-6	0	2	2	-0.4	-0.7	-3	-1	1
N#CCCn1cc(/C=N/O)c(-c2ccc(-c3ccccc3)cc2)n1	i	0	-4	1	0	-0.3	0.8	4	-6	2
CCn1c(SCC(=O)Nc2ccc(Cl)cc2)nnc1C1CC1	i	0	-7	4	-2	1.8	0.4	-4	-1	-2
COc1cccc(C2NC(=O)c3ccccc3O2)c1OC (centres undefined)	i	8	-5	7	2	-0.3	-0.3	-5	-1	-2
COc1ccc([C@@H]2[C@@H]3C(=O)N(C(C)(C)C)C(=O)[C@@H]3[C@]3(Cc4ccccc4)C(=O)N(c4cccc(Br)c4)C(=O)N23)cc1	i	-16	-1	6	11	0.0	2.5	-12	-12	3
Cc1ccc(C(=O)C(C)OC(=O)CN2C(=O)NC3(CCCC3)C2=O)cc1C (centres undefined)	i	-17	5	1	-1	-0.4	-2.0	-9	1	-2
CN(C)S(=O)(=O)c1cc(NC(=O)CN2CCN(c3ccccc3)CC2)ccc1Cl	i	-2	-9	1	-4	-0.7	0.2	0	-2	-1
COc1cc(OC)cc(-c2nc3ccccc3c(=O)o2)c1	i	2	-2	5	-7	-1.4	-3.7	-12	3	-2
CCN1CCN(S(=O)(=O)c2ccc(Cl)c(C(=O)Nc3nnc(C)s3)c2)CC1	i	7	-1	3	3	-0.3	-0.6	-3	1	1
S=C(c1ccc(-c2ccc(Cl)c(Cl)c2)o1)N1CCOCC1	i	22	5	-1	9	1.1	2.5	-15	-12	4
COc1cc(/C=C/c2noc(-c3ccccc3O)n2)ccc1OC(C)=O	i	4	-8	-6	-22	-0.5	1.5	-2	5	-1
Cc1nnc(SC(C)C#N)n1-c1ccccc1 (centres undefined)	i	11	-4	-3	3	0.1	-0.7	-4	1	-1
CCn1c(SCC(=O)Nc2nc(-c3ccccc3)cs2)nnc1-c1ccccc1O	i	7	-4	7	7	-1.0	0.7	-13	-5	3
COCCn1nnnc1C(C(C)C)N(Cc1cccnc1)Cc1ccccc1Cl (centres undefined)	i	5	-1	2	-3	0.4	-0.9	1	1	-5
O=C(NOCc1ccccc1)OCc1ccccc1	i	-10	-5	-1	-3	-2.3	-2.2	-5	4	-3
CCCC[C@@H]1C=C(C(=O)O)[C@H](c2ccc(Br)cc2)N1S(=O)(=O)c1ccc(C)cc1	i	-13	-1	4	1	-1.2	0.4	4	7	1
CCN(C(=O)c1ccco1)c1nc(CC(=O)Nc2ccc(Cl)cc2)cs1	i	-13	5	8	-6	3.6	2.4	-7	-12	1
Cc1cccc(C)c1NC(=O)COc1ccccc1C(=O)Nc1ccc(Br)cn1	i	2	3	-14	-1	-0.7	-0.3	0	27	3
COc1ccc2c(Cl)c(C(=O)NCCCn3ccnc3)sc2c1	i	-2	1	0	-4	-0.6	-1.0	-2	0	6
CCn1c(Cc2ccccc2)nnc1SCC(=O)Nc1ccc(S(N)(=O)=O)cc1	i	4	3	-2	6	-0.5	0.7	-3	-2	1
O=C(NCc1cccs1)c1ccc2sc([C@@H]3O[C@H](CO)[C@H](O)[C@H](O)[C@H]3O)nc2c1	i	4	-1	-5	1	-0.1	0.2	.	5	0
Cc1cccc(-c2nn(-c3ccccc3)cc2C(=O)Nc2cccc(S(=O)(=O)NC3=NCCC3)c2)c1	i	19	4	3	0	-0.4	2.9	-2	-3	-1
CCn1c2ccccc2c2cc(N)ccc21	.	-25	36*	-7	18	0.1	1.2	-7	7	-7
CCOC(=O)C(NC(=O)CC)(Nc1nc2c(s1)CCCC2)C(F)(F)F (centres undefined)	i	-36	5	-3	1	-0.5	-1.7	6	-5	1
Cc1ccc(COc2ccc(/C=N/NC(=O)c3nnn(-c4nonc4N)c3COc3ccc(F)cc3)cc2)cc1	i	-4	2	-1	23	-0.6	-2.4	-11	9	-3
Cc1c(O)c(S(=O)c2ccccc2)c(=O)n(-c2ccccc2)c1-c1ccccc1 (centres undefined)	i	20	2	6	4	0.1	-1.7	-12	3	-1
Cc1ccc(S(=O)(=O)N2CCCCC2)cc1C(=O)OCC(=O)NC(=O)NC12CC3CC(CC(C3)C1)C2	i	7	-13	2	-3	0.4	-0.4	-10	1	-2
CCCS(=O)(=O)N1CCC(C(=O)NCCCN(C)Cc2ccccc2)CC1	i	3	2	4	-7	-0.2	-1.4	0	0	1
COc1ccc(CCNC(=O)CCN2C(=O)C(C)Oc3ccc(C)cc32)cc1OC (centres undefined)	i	-4	-5	-3	-1	-0.7	0.5	-2	1	2
Cc1cccc(NC(=O)Cn2nnc(C(=O)NCc3cccs3)c2N)c1C	i	-8	3	-2	-6	-1.1	0.1	3	16	0
CNCc1ccccc1OCc1ccc(F)cc1	i	-1	2	2	-8	-0.3	-0.8	-5	0	3
COC(=O)C1C(=O)C2=C(CC1C)NC(C)=C(C(=O)OC(C)C)C2c1ccc(OC)c(O)c1 (centres undefined)	i	-2	-1	-1	11	-0.7	-1.0	-2	0	-3

Some of the entries above in a different format:
| Compound | Rpn11 block | PABP1 MLLE inh | CSN deneddyl inh | SUMO1-SIM PPI | NadD inh | TbMetRS inhib | LMPTP block | Scp-1 inhibitor | DNMT1 block | STEP block |
| --- | --- | --- | --- | --- | --- | --- | --- | --- | --- | --- |
| O=C(NCc1cccs1)c1ccc2sc([C@@H]3O[C@H](CO)[C@H](O)[C@H](O)[C@H]3O)nc2c1 | i | 4 | -1 | -5 | 1 | -0.1 | 0.2 | . | 5 | 0 |
| COc1cc(/C=C/c2noc(-c3ccccc3O)n2)ccc1OC(C)=O | i | 4 | -8 | -6 | -22 | -0.5 | 1.5 | -2 | 5 | -1 |
| Cn1c(N)c(C(=O)COC(=O)COc2ccc(Cl)cc2)c(=O)n(C)c1=O | i | 3 | 2 | -2 | 0 | 0.3 | 0.1 | -8 | -2 | 1 |

Screening data deposited in PubChem BioAssay by several laboratories.
